# Assay outcomes from PubChem BioAssay.
# MrgX1 agonist = human MrgX1 receptor agonism, primary screen | hit rate 0.44% among 310,000 | B-score at 10 µM | AID 588627 | MrgX1-HEK293 cells, Fluo-4 calcium fluorescence, agonist mode; hits give high values | Q96LB2;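 active = calcium response B-score plate-corrected fluorescence ratio at least 3 library SD, with starting fluorescence B-score inside 5 SD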
# Target sequence (Q96LB2 whole entry, looked up): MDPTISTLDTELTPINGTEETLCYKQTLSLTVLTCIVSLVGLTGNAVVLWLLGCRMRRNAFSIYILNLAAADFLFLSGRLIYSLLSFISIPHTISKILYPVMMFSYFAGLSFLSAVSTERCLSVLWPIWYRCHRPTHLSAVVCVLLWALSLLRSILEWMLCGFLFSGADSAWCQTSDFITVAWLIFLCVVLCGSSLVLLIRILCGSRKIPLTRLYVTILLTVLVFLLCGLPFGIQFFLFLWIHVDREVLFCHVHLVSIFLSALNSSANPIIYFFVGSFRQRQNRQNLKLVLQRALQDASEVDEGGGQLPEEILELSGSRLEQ
#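 System – MrgX1-expressing HEK293 cells · Incubation – cells plated overnight, dye loaded 0.5 h 37 °C, 0.5 h room temperature · Technique – kinetic Fluo-4 NW fluorescence of intracellular calcium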
# KCNK3 inh = human KCNK3 channel inhibition, primary screen; O14649; CHO-KCNK3 thallium flux, FluxOR fluorescence; hits give low values; B-score at 10 µM; hit rate 0.84% among 340,000; AID 602410;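 active = B-score under library mean minus 4 SD, starting fluorescence ratio at most library mean plus 5 SD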;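 also: more negative B-score means stronger inhibition of thallium flux through KCNK3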
# hERG rescue = compounds protecting human hERG from proarrhythmic drug block; Q12809; CHO-hERG, FluxOR thallium flux, dofetilide IC70 present; activation (rescue from dofetilide block), less the hit threshold, % at 10 µM; hit rate 0.51% among 310,000; AID 1511;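 active = activation above the mean of controls blocked by dofetilide plus 5 SD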;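 also: thallium influx through hERG after potassium depolarization seen as dye fluorescence rise; in these data hits start at about 4.7%; inactives centre near -7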
# KCNK9 inh = blocks the human KCNK9 two-pore domain potassium channel; hit rate 1.2% among 310,000; B-score at 10 µM; HEK293 KCNK9, FluxOR thallium flux fluorescence; hits give low values; Q9NPC2; AID 488922;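 active = ratio B-score over 3 SD below the library mean, with starting fluorescence within 5 SD of its mean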;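 also: negative B-score means less thallium flux so channel inhibition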
# Target sequence (Q9NPC2 whole entry, looked up, the tested form may be a part): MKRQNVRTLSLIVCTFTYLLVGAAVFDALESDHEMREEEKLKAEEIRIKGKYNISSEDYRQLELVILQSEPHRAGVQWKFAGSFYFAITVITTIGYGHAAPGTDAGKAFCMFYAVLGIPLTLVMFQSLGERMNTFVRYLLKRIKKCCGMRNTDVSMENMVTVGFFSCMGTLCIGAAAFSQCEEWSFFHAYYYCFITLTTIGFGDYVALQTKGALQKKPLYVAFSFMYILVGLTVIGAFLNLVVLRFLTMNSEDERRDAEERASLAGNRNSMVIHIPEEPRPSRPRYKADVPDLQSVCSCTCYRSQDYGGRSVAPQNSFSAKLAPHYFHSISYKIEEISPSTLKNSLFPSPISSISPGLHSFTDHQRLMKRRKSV
# KCNQ1 pot = potentiators or activators of human KCNQ1 potassium channel; CHO-K1 KCNQ1, thallium flux FluxOR fluorescence; hits give high values; AID 2648; B-score at 10 µM; P51787; hit rate 0.35% among 310,000;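 active = fluorescence ratio B-score, a plate-corrected score, at least three library SD, with initial intensity B-score within 5 SD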
#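 System: Stable KCNQ1 CHO-K1 line | Incubation: 90 min dye loading and 20 min compound exposure, both at room temperature | Measure: Ratio B score | Medium: Assay buffer for compound exposure, DMSO matched across wells | Compound dosing: Single-concentration screen | Probe or stimulus: K+/Tl+ depolarizing stimulus | Measured by: Kinetic FluxOR fluorescence, 10 s baseline plus 110 s post-stimulus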
# ANO1 activ = activators or potentiators of mouse TMEM16A chloride channel | B-score at 10 µM | HEK293 TMEM16A/YFP-H148Q/I152L, iodide quench fluorescence; hits give low values | hit rate 0.3% among 340,000 | Q8BHY3;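 active = fluorescence-ratio B-score plate-corrected deviation score at least 3 library SD below zero, with starting fluorescence score within 5 deviations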;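 also: channel opened by trigger with iodide after compound preincubation; score built on the fluorescence ratio of max minus min over baseline; more negative score means more quench and so TMEM16A activation or potentiation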
# KCNQ1 inh = blocks the human KCNQ1 potassium channel; P51787; CHO-K1 KCNQ1, FluxOR thallium flux fluorescence; hits give high values; B-score at 10 µM; hit rate 1.3% among 310,000; AID 2642;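 active = compounds whose thallium flux B-score, printed positive for inhibition, exceeds three library SD while starting fluorescence stays within three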;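 also: channel opened by potassium depolarization with thallium stimulus after 20 min compound exposure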
# ANO1 block = inhibitors of mouse TMEM16A calcium-activated chloride channel; Q8BHY3; HEK293 TMEM16A/YFP iodide influx fluorescence, ionomycin; normalized B-score (activity score, 25-100; higher = stronger inhibition) at 10 µM; hit rate 1.2% among 310,000; AID 588511;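 active = ratio plate-corrected score three or more library SD toward inhibition, starting fluorescence score within five deviations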;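 also: score derived from kinetic fluorescence span divided by baseline fluorescence per well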
# RGS4 pot = RGS4 potentiation or activation. HEK293 M3R/inducible RGS4, carbachol calcium flux Fluo4; hits give low values. B-score at 10 µM. hit rate 0.92% among 310,000. AID 463111;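 active = B-score of the integrated calcium signal more than 4 SD below the library mean, with starting fluorescence not abnormally high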;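 also: negative B-score means reduced calcium response which marks RGS4 activation or potentiation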
#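 System – HEK293 FlpIn-TREx cells, stable M3R, doxycycline-inducible RGS4 · Reagent – ECmax carbachol challenge · Times – compound preincubation 20 min at room temperature before agonist · Technique – Fluo4 fluorescence kinetic imaging of calcium · Measure – B score of integrated Fluo4 ratio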
# MrgX1 allo act = allosterically activates human MrgX1 receptor signaling; Q96LB2; MrgX1-HEK293, Fluo-4 calcium flux, FDSS; hits give high values; B-score at 10 µM; hit rate 0.63% among 310,000; AID 588675;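 active = plate-corrected calcium response at least 3 library SD above typical, normal starting fluorescence, not activating the receptor alone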;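 also: compound read alongside a low EC10 to EC30 dose of BAM8-22 agonist; peak minus trough fluorescence over baseline measured at the second addition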
# RGS4 inh = inhibitors of human RGS4; P49798; HEK293 M3R/RGS4 inducible, Fluo-4 calcium flux; hits give high values; triggered by carbachol at its EC20; B-score at 10 µM; hit rate 0.45% among 310,000; AID 463165;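 active = B-score, a plate-corrected calcium signal, over three deviations above library mean, with baseline fluorescence within five deviations of library mean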;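 also: RGS4 expression induced by doxycycline in cells with stable M3 receptor; B-score is computed from the integrated fluorescence ratio over baseline after carbachol; higher B-score means a larger calcium signal and so more RGS4 inhibition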
# Target sequence (P49798 whole entry, looked up): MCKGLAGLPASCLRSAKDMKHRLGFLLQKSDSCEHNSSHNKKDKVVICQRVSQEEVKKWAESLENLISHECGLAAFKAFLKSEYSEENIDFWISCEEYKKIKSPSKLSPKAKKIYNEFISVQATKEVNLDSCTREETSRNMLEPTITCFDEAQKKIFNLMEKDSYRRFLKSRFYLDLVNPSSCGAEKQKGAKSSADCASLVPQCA
# * marks the source's active call; other numbers are inactive results; i = inactive; . = no result given.
mol,KCNK3 inh,KCNQ1 inh,hERG rescue,KCNK9 inh,MrgX1 allo act,ANO1 activ,KCNQ1 pot,RGS4 inh,ANO1 block,MrgX1 agonist,RGS4 pot
c1ccc2c(c1)ncn2CCN1CCCCC1,i,i,-5.6,i,i,i,i,i,i,i,i
CC/C(=N/N=C(\CC)c1ccccc1)c1ccccc1,i,i,-5.2,i,i,i,i,i,i,i,i
COc1cccc(N2CCN(C(=O)C3CCN(S(=O)(=O)c4cccs4)CC3)CC2)c1,i,i,-8.1,i,i,i,i,i,i,i,i
COC(=O)C1CCN(C(=O)COC(=O)c2n[nH]c3ccccc23)CC1,i,i,-13.6,i,i,i,i,i,i,i,i
O=C(Nc1ccccc1-c1ccccc1)c1ccccc1,i,i,-5.1,i,i,i,i,i,i,i,i
CC1=C(C(=O)Nc2cccc(C(=O)NC(C)c3ccccc3)c2)SCCO1 (centres undefined),-8.89*,i,-12.6,i,i,i,i,i,i,i,i
CN(C)c1nc(N)nc(CSc2nc3c(c(=O)n(C)c(=O)n3C)n2Cc2ccccc2F)n1,i,i,-2.3,i,i,i,i,i,i,i,i
CCOCCCNC(=O)C(NC(=O)c1ccc2c(c1)OCO2)c1ccc(Cl)cc1 (centres undefined),i,i,-15.2,i,i,i,i,i,i,i,i
C=CCN(c1ccc(C(=O)NCCN2CCOCC2)cc1)S(C)(=O)=O,i,i,-3.6,i,i,i,i,i,i,i,i
Cc1cc(/C=C(\C#N)C(=O)OCC#N)c(C)n1CC(C)C,i,i,-3.1,i,i,i,i,i,i,i,i
Cc1ccc(S(=O)(=O)CC(=O)N(CCCN(C)C)c2nc3ccc(C)cc3s2)cc1,i,i,-9.4,i,i,i,i,i,i,i,i
O=C(c1ccc(F)c(F)c1)N1CCC2(CC1)NCCc1[nH]cnc12,i,i,-8.1,i,i,i,i,i,i,i,i
CCN(CC(=O)Nc1c(F)cccc1F)C(=O)C1CCN(S(=O)(=O)c2ccc(C)c(C)c2)CC1,i,i,-14.0,i,i,i,i,i,i,i,i
CCN(CC)CCN(Cc1cc2cc(C)ccc2[nH]c1=O)C(=O)Nc1ccccc1OC,i,i,-13.9,i,i,i,i,i,i,i,i
COc1ccccc1CNC(=O)CN(c1ccc(C)cc1)S(=O)(=O)c1c(C)noc1C,i,i,-7.1,i,i,i,i,i,i,i,i
CC(C)(C)c1cc(C(=O)O)n[nH]1,i,i,-3.4,i,i,i,i,i,i,i,i
COC(=O)c1c[nH]n2c(=O)c(C(C)C)c(C)nc12,i,i,-21.1,i,i,i,i,i,i,i,i
Cc1ccc2[nH]c(=O)c(CN(CCCN(C)C)C(=O)Nc3ccc(F)cc3)cc2c1,i,i,-19.4,i,i,i,i,i,i,i,i
CCCc1cc(=O)[nH]c(SCc2cc(=O)oc3cc(C)c(C(C)C)cc23)n1,i,i,-16.7,i,i,i,i,i,i,i,i
Cc1ccc(-c2cc(-c3ccc(C)cc3O)[nH]n2)cc1,i,i,-3.6,i,i,i,i,i,i,i,i
N#C/C(C(N)=O)=c1/ccc2c(c1)N1C3=C(CCCC3)CC3CCCCC31N=2 (centres undefined),.,i,-24.3,i,i,.,i,i,i,i,-8.76*
O=C(Nc1nnc(SCc2cccc(F)c2)s1)c1ccco1,i,i,-22.3,i,i,i,i,i,i,i,i
Cc1cccc(/C=C/c2onc(C)c2S(=O)(=O)N2CCC(C(=O)N3CCCCCC3)CC2)c1,i,i,-12.4,i,i,i,i,i,i,i,i
CNS(=O)(=O)c1cc(OCC(N)=O)c(C)cc1Cl,i,i,-6.2,i,i,i,i,i,i,i,i
CCCCOc1ccc(C)cc1CN(CCO)CCO,i,i,-5.9,i,i,i,i,i,i,i,i
CC(C)Cn1c(=S)[nH]c2ccccc2c1=O,i,i,-0.9,i,i,i,i,i,i,i,i
C=CCn1c(SCC(=O)Nc2ccccc2CC)nnc1-c1ccncc1,i,i,-7.9,i,i,i,i,i,i,i,i
Cc1c(NC(=S)N/N=C/c2ccc(N(C)C)cc2)c(=O)n(-c2ccccc2)n1C,i,i,-6.7,i,i,i,i,i,i,i,i
Cc1c(N=NC2=C(O)CC(C)(C)CC2=O)cc2c(c1[N+](=O)[O-])C(C)(C)CC2(C)C,i,6*,-11.3,i,i,i,i,7.39*,i,i,i
O=C(CN1C(=O)c2ccccc2C1=O)N1CCN(c2ccccn2)CC1,i,i,-5.2,i,i,i,i,i,i,i,i
N#CC(c1ccc(=O)[nH]n1)c1ccc(Cl)cc1Cl (centres undefined),i,i,-5.6,i,i,i,i,i,i,i,i
Cc1ccc2nc(NC(=O)C3CC3C)sc2c1 (centres undefined),i,i,0.8,i,i,i,i,i,i,i,i
Cc1ccc2sc(N(CCN(C)C)C(=O)c3ccc4ccccc4c3)nc2c1C,i,i,-11.8,i,i,i,i,i,i,i,i
COc1cc(-n2c(=O)c3ccccc3n(CC(=O)OCc3ccccc3)c2=O)cc(OC)c1OC,i,i,-7.6,i,i,i,i,i,i,i,i
CCOC(=O)C(=N/O)/C(C)=N/NC(C)=O,i,i,-2.3,i,i,i,i,i,i,i,i
COc1ccc(-c2cc(C(=O)Nc3c(F)cc(F)cc3Br)no2)cc1,i,i,-6.3,i,8.93*,i,i,i,i,i,i
O=C(/C(=N/O)n1cncn1)c1ccccc1Cl,i,i,-7.7,i,i,i,i,i,i,i,i
COc1ccc(N(C(=O)c2snc(C(N)=O)c2N)C(C(=O)NC2CCCC2)c2ccco2)c(OC)c1 (centres undefined),i,i,-14.2,i,.,i,i,i,.,.,i
Nc1nnnn1NCc1cccc(OCc2ccccc2)c1,i,i,-4.2,i,i,i,i,i,i,i,i
CCN(CC)CCOCCOc1ccccc1F,i,i,-7.6,i,i,i,i,i,i,i,i
C=CCn1c(SCC(=O)NCc2ccco2)nc2ccccc2c1=O,i,i,-7.9,i,i,i,i,i,i,i,i
COCC1CCN(Cc2c(C(=O)N3CCc4ccccc4C3)nc3ccc(Cl)cn23)C1 (centres undefined),i,i,-6.3,i,i,i,i,i,i,i,i
O=C(COC(=O)CCC(=O)c1ccc2c(c1)OCCO2)NCc1ccc2c(c1)OCO2,i,i,-5.5,i,i,i,i,i,i,i,i
COc1cc2c(cc1OC)C(C)N(C(=O)C(NC(=O)c1ccccc1)C(C)C)CC2 (centres undefined),i,i,0.2,i,i,i,i,i,i,i,i
Cc1cc(NC(=O)CC2CCCC2)ccc1Br,i,i,-3.9,i,i,i,i,i,i,i,i
COCCNCC(=O)Nc1ccc(C)c(S(=O)(=O)N2CCCCC2)c1,i,i,-21.1,i,i,i,i,i,i,i,i
FC(F)(F)c1cc(-c2ccccc2)nc(-n2cncn2)n1,i,i,-10.5,i,i,i,i,i,i,i,i
CCOc1ccc(/C=C/[N+](=O)[O-])c2ccccc12,i,i,-6.3,i,i,i,i,23*,i,41.9*,i
Cc1ccccc1N(CC(=O)NCc1ccncc1)S(C)(=O)=O,i,i,-5.5,i,i,i,i,i,i,i,i
COc1ccccc1CCN=C(N)NS(=O)(=O)c1ccc(F)cc1,i,i,-5.0,i,i,i,i,i,i,i,i

# Next part
mol,KCNK3 inh,KCNQ1 inh,hERG rescue,KCNK9 inh,MrgX1 allo act,ANO1 activ,KCNQ1 pot,RGS4 inh,ANO1 block,MrgX1 agonist,RGS4 pot
O=C(O)c1cc2ccccc2n1-c1ccccc1,i,i,-8.0,i,i,i,i,i,i,i,i
Cc1sc(NC(=O)Cc2ccc3c(c2)OCO3)nc1-c1ccc2c(c1)CCN2C(=O)c1ccccc1F,i,i,-3.0,i,i,i,i,i,i,i,i
O=C(c1ccc(Cl)s1)N1CCN(c2nc3ccccc3s2)CC1,i,i,1.6,i,i,i,i,i,i,i,i
CCCn1nc(C(=O)Nc2cc(C(=O)OC)ccc2C)c2ccccc2c1=O,i,i,-6.4,i,i,i,i,i,i,i,i
Cc1noc(N)c1C(=O)Nc1ccc(F)cc1,i,i,-7.9,i,i,i,i,i,i,i,i
COc1cc(CNc2ccc(N3CCCC3)cc2)cc(Cl)c1OC,i,i,-12.4,i,i,i,i,i,i,i,i
O=C(Nc1ccccc1N1CCCC1)c1cccc(S(=O)(=O)N2CCOCC2)c1,i,i,-11.1,i,i,i,i,i,i,i,i
C/C(Cn1nc([N+](=O)[O-])cc1C)=N\NC(=O)c1ccc(O)cc1O,i,i,-2.3,i,i,i,i,i,i,i,i
O=C(COC(=O)c1cccc(Cl)c1Cl)NCCN1C(=O)CSC1=O,i,i,-6.0,i,i,i,i,i,i,i,i
Cc1cc(N2CCCC2)nc(-c2ccccc2O)n1,i,i,-7.0,i,i,i,i,i,i,i,i
CCN(CC(=O)Nc1c(F)cccc1F)C(=O)C1CCC1,i,i,-8.6,i,i,i,i,i,i,i,i
CC(=O)c1ccc(N/C=C\C(=O)c2ccc(C)cc2)cc1,i,i,-10.7,i,i,i,i,i,i,i,i
COc1cccc(CN2CCN(S(=O)(=O)c3ccc(Cl)s3)CC2)c1,-9.22*,i,-3.8,i,i,i,i,i,i,i,i
O=C(Cc1ccccc1)N1CCC(c2ccccc2)C1 (centres undefined),i,i,-2.0,i,i,i,i,i,i,i,i
COc1cc(C(=S)N2CCCC2)ccc1OCC(N)=O,i,i,-8.9,i,i,i,i,i,i,i,i
CCc1nn(CCCC(=O)NCc2ccccc2C)c(=O)c2cc3occc3n12,i,i,-11.5,i,i,i,i,i,i,i,i
COc1cc(/C=N/NC(=O)COc2cccc(F)c2)ccc1OS(=O)(=O)c1ccc(C)cc1,i,i,-2.5,i,i,i,i,i,i,i,i
CN(C)c1ccc(C(CNC(=O)c2ccc(-c3ccccc3)cc2)N2CCOCC2)cc1 (centres undefined),i,i,-11.3,i,i,i,i,i,i,i,i
Cc1cccc(C(=O)NNC(=O)c2ccc(Br)cc2)c1,i,i,-5.2,i,i,i,i,i,i,i,i
COc1ccccc1C1=CC(=O)CCC1,i,i,-8.0,i,i,i,i,i,i,i,i
